High-throughput results from PubChem BioAssay.
MBD2 inh: MBD2-methylated oligo binding inhibition; TR-FRET, MBD2 binding to methylated oligonucleotide; 0.31% of 370,000 active; AID 686964; Q9UBB5; inhibition, % at 4.4 µM; in the data active = inhibition above about 13%
hgDAF12 agonist: hgDAF-12 agonism, primary luciferase screen. activation, % at 6.8 µM. HEK293 GAL4-hgDAF12 UAS-luciferase reporter, agonist luminescence; normalized to butyrate control. 1.8% of 370,000 active. AID 687014;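 active = activation above a cutoff set at the mean of all screened compounds plus 3 SD, cut at about 10% in these data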;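 also: 0% = DMSO wells and 100% = sodium butyrate wells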
hcDAF12 agonist: activators of H. contortus DAF-12 nuclear receptor. HEK293 hcDAF-12 lit1-tk-luc reporter, luminescence; 0% DMSO, 100% Δ7-dafachronic acid. activation, % at 6.8 µM. 1.4% of 370,000 active;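 active = activation above the mean of all tested compounds plus 3 SD, cut at about 5.5% in these data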;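 also: 100% = response to 3 µM Δ7-dafachronic acid high control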
DAX1 inh-1: inhibits human nuclear receptor DAX1; P51843; HEK293 Gal4-DAX1 luciferase reporter, luminescence; inhibition, % at 6.75 µM; 0.99% of 340,000 active; AID 504766;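 active = inhibition above the mean over all tested compounds plus 3 SD, cut at about 4.2% in these data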;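 also: 0% = DAX1-transfected cells with DMSO and 100% = empty-vector control cells with DMSO; inhibition shows as a rise in luminescence from relieved DAX1 repression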
DAX1 inh-2: blocks DAX1 repression of SF-1 activated StAR promoter; HEK293T StAR-luciferase reporter, SF-1/DAX-1 repression relief; 1.1% of 370,000 active; AID 652010; inhibition, % at 6.8 µM;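 active = inhibition above the mean over all tested compounds plus 3 SD, cut at about 3.6% in these data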;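 also: 0% = DAX-1 cells with DMSO and 100% = cells lacking DAX-1 with DMSO; higher inhibition means more luminescence from relief of DAX-1 repression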
NR1D1 modulator: modulates human Rev-erb alpha binding to DNA; 0.79% of 370,000 active; P20393; AID 1259318; activity, % at 10 µM; Rev-erbα–FITC-DNA binding, fluorescence polarization, 90 min;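 active = activity above about 14%, limit read from the data; passing the limit was not always enough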;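 also: 0% = DMSO wells with 35 nM protein and 100% = DMSO wells with 750 nM protein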
ADAM17 inh: inhibitors of human ADAM17 | AID 720648 | recombinant ADAM17, EDANS/DABCYL FRET peptide cleavage | 0.83% of 370,000 active | inhibition, % at 6.95 µM | P78536;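 active = inhibition above the mean of compounds lying between control limits plus 3 SD, set per campaign, cut at about 8.5% in these data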;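 also: 0% = DMSO-only wells as the low control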
SMARCA2 act: increases SMARCA2 function in MMTV reporter cells; activation, % at 9.1 µM; MG213 cells, MMTV-luciferase reporter, dexamethasone, overnight; 1% of 370,000 active; in the data active = activation above about 7.8%;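 also: 0% = vehicle wells and 100% = reference activator wells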
ssDAF12 agonist: activators of S. stercoralis DAF-12 nuclear receptor; HEK293 ssDAF-12/GRIP1 lit1-tk-luc reporter, luminescence; % of 3 µM dafachronic acid response; activation, % at 6.8 µM; 1% of 370,000 active;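 active = activation above the mean over all tested compounds plus 3 SD, cut at about 0.9% in these data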;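 also: 0% = DMSO-only wells and 100% = 3 µM delta7-dafachronic acid wells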
PLCg1 inh: blocks human PLC-gamma1 enzyme activity; inhibition, % at 12.2 µM; 0.84% of 370,000 active; purified PLC-gamma1, fluorogenic substrate, fluorescence; P19174; in the data active = inhibition above about 9.5%
PLCb3 inh: PLC-beta3 (human) inhibition, primary screen | Q01970 | Purified PLC-beta3, fluorogenic substrate, fluorescence | inhibition, % at 12.2 µM | 0.18% of 370,000 active | AID 720704; in the data active = inhibition above about 11%;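 also: 0% = median of compound wells on plate and 100% = full blocker control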
Target sequence (Q01970 whole entry, looked up): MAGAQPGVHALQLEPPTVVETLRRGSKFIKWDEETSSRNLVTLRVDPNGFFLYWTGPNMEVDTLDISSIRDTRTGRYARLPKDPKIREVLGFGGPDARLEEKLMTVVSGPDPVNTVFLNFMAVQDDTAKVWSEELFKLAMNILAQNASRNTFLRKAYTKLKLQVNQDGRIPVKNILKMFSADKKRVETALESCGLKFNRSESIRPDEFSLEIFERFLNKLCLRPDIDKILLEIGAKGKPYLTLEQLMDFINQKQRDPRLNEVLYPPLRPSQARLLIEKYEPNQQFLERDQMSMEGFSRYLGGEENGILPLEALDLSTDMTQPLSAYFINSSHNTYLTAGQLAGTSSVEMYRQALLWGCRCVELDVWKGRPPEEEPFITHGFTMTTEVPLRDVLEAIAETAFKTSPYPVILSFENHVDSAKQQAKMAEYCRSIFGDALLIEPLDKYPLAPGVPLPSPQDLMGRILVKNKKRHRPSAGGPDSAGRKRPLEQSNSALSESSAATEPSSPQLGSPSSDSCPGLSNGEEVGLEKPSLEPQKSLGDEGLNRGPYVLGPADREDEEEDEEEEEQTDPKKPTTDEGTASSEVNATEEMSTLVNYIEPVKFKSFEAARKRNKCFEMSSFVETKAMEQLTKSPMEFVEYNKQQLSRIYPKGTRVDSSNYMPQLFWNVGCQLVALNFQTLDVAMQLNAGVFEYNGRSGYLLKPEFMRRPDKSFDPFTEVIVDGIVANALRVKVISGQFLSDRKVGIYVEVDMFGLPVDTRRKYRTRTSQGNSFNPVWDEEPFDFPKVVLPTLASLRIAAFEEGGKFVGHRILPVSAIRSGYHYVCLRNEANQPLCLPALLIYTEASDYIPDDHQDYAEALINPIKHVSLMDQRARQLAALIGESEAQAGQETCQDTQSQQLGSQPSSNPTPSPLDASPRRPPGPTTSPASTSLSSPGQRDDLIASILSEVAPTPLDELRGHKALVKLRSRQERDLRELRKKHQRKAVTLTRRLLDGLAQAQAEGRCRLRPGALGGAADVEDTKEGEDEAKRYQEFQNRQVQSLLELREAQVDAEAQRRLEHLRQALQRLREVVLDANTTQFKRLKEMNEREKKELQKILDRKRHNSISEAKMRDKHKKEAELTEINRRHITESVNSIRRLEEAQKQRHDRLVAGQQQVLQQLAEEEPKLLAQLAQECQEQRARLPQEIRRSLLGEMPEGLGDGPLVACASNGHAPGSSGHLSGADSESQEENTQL
Numbers without * were called inactive; i = inactive; nt = not tested or not shown.

SMILES	MBD2 inh	hgDAF12 agonist	hcDAF12 agonist	DAX1 inh-1	DAX1 inh-2	NR1D1 modulator	ADAM17 inh	SMARCA2 act	ssDAF12 agonist	PLCg1 inh	PLCb3 inh
O=C(NCCS(=O)(=O)NCc1ccc(Cl)cc1)c1ccccc1	-3.0	-1.4	1.1	-0.6	1.1	3.3	-0.8	-0.9	-1.0	0.0	-5.4
CS(=O)(=O)N(CC(=O)N1CCCC1)c1ccc(OCc2ccccc2)cc1	4.7	-6.0	-2.5	0.0	-0.7	1.0	-2.5	-4.2	-1.5	-1.0	0.5
CC(C)C[C@H](NC1(C(=O)NC2CCCCC2)CCN(C)CC1)C(=O)NCC(c1ccccc1)c1ccccc1	2.8	3.5	1.3	nt	nt	-4.6	-4.8	nt	-0.7	4.6	3.9
COc1ccc(NS(=O)(=O)c2cccc(C(=O)N3CCCC(C)C3)c2)cc1 (centres undefined)	-0.6	2.6	-1.2	-1.8	-1.3	5.9	-4.5	-1.8	-1.1	-3.5	-3.7
CCn1c(N2CCN(S(=O)(=O)c3ccc(F)cc3)CC2)nc2ccccc21	4.3	-6.1	-3.0	-1.1	-0.8	7.8	-4.7	-5.5	-1.8	5.4	-9.0
COC(=O)C1=C(C)NC(=O)/C1=C\c1cc(C)n(-c2ccccc2F)c1C	0.9	0.6	-1.6	-0.1	-0.5	0.8	-2.7	1.1	-2.1	-11.4	-14.7
Cc1cc(=O)oc2cc(OC(C)C(=O)Nc3ccc(C(N)=O)cc3)ccc12 (centres undefined)	4.1	-0.4	-1.3	0.5	-1.6	-1.9	-15.4	-3.8	-1.5	-1.7	-13.3
Cc1ccc(C(=O)N2CCCC2)cc1S(=O)(=O)Nc1cccc(C)c1C	-2.5	-0.8	-2.4	-1.6	-0.3	0.9	0.6	-1.1	-1.1	0.8	4.9
Cc1nnc(SCC(=O)Nc2ccc3c(c2)OCCO3)n1N	-0.3	1.9	-1.4	-0.3	-0.4	-1.7	-4.7	-2.1	-0.9	3.9	0.2
CCSc1nnc(NC(=O)c2c(-c3ccccc3Cl)noc2C)s1	-4.9	-1.6	-1.2	1.2	-1.0	-0.9	-1.5	0.0	-1.2	-7.5	-8.9
CC(=O)c1cc2c(cc1NC(=O)CN1CCCCCCC1)OCO2	-3.7	-1.9	-2.1	2.7	-0.4	2.0	-6.8	-3.4	-1.2	-16.7	-19.3
O=C(OCCN1CCOCC1)c1ccc(Cl)cc1Cl	-5.0	2.5	-0.7	1.5	1.1	-4.3	1.2	-1.5	-1.4	7.4	-5.4
COC(=O)c1cc(S(=O)(=O)N2CCN(c3ccccc3OC)CC2)cn1C	-2.7	0.0	-2.5	1.5	-0.5	0.3	-1.7	-1.2	-1.3	1.9	-3.5
CCCN(CC)c1ncnc2[nH]ncc12	-7.8	6.6	-1.9	-0.4	-0.4	3.5	0.7	0.5	-1.4	2.0	1.3
COC(=O)C1=C(C(=O)OC)[C@@H]2N(Cc3ccccc3)c3ccccc3[C@@]23C[C@@H](C(=O)OC)N=C3N1	3.0	2.6	-2.0	1.0	-0.3	1.1	-1.3	0.7	-1.6	1.2	0.9
C=CCN(C)NC(=S)Nc1ccccc1	-2.1	-1.1	-0.5	-0.5	-0.3	-4.3	-0.5	0.7	-1.1	-0.9	-0.6
Cc1cc(S(=O)(=O)Nc2cccc(O)c2)c(C)s1	3.5	-0.3	-1.8	-1.5	-0.6	-1.2	-4.1	-0.5	-1.1	-1.1	0.7
C=C(C)COc1ccc(-c2ncnc(C(F)(F)F)c2-c2ccccc2)c(O)c1	-0.1	1.0	-0.5	-1.3	-0.1	-1.4	-1.2	-2.3	-1.2	2.6	-5.4
Cc1nc2ccccn2c1C(=O)N/N=C/c1ccc(F)cc1	-0.7	2.3	-2.1	0.9	0.1	1.6	-2.8	1.0	-1.2	-4.3	-10.4
CCOC(=O)CC1ON(C)C(=O)N1c1ccc(Cl)cc1Cl (centres undefined)	-2.6	-0.8	2.3	0.0	-0.7	-2.0	-1.6	0.2	-0.6	0.3	2.0
COc1ccc(F)cc1C(=O)C1CCCN(Cc2c[nH]c3ccccc23)C1 (centres undefined)	-2.0	3.0	4.7	2.1	0.0	-2.4	-4.5	0.8	-0.4	-1.1	-2.4
CCOc1ccc(NS(=O)(=O)c2ccc(C(=O)N3CC(C)OC(C)C3)cc2)cc1 (centres undefined)	-0.9	-4.2	-1.8	0.2	-1.7	2.1	1.1	0.8	-1.4	2.9	-2.6
COc1ccc(F)cc1C(=O)C1CCCN(C(=O)CCN2CCCCO2)C1 (centres undefined)	7.6	-1.2	-1.1	3.9	-0.3	-7.2	-9.6	-1.8	-1.9	-4.1	-10.3
CC(=O)N1N=C(c2ccc([N+](=O)[O-])cc2)CC1c1ccccc1Cl (centres undefined)	-5.7	-0.5	-2.5	1.1	-0.4	-4.7	2.4	-2.7	-1.6	-4.7	-20.2
COCCNc1nc(NCc2cc(-c3ccc(OC)cc3)no2)c2sccc2n1	-0.5	0.4	-1.9	nt	-2.4	1.8	-3.1	0.6	-1.6	-1.8	0.8
CCN(CC(=O)Nc1ccccc1C(F)(F)F)C(=O)C1CCC1	4.2	-0.3	1.0	4.2	1.6	-4.7	-0.3	-3.6	-0.9	8.9	-3.1
O=S(=O)(NCC(c1ccco1)N1CCN(c2ccc(F)cc2)CC1)c1ccc2c(c1)OCCO2 (centres undefined)	-6.3	1.1	0.4	0.3	-0.4	-2.5	2.8	-1.6	-0.3	-1.7	2.4
CC(=O)c1ccc(N2CCN(C(=O)c3ccc(Cn4c(=S)[nH]c5ccc(N6CCOCC6)cc5c4=O)cc3)CC2)cc1	-5.4	0.4	-2.2	-1.6	-2.6	-37.5	-20.9	-2.5	-2.1	i	i
CCOC(=O)C1=CCN(S(=O)(=O)c2ccccc2Cl)C1c1cccc(Cl)c1 (centres undefined)	0.8	-3.0	-2.7	nt	-1.3	-2.6	2.5	-2.2	-1.4	-0.9	2.6
O=C(Nc1nnc(SCc2ccc(Cl)cc2)s1)c1cnccn1	3.9	-2.8	1.4	-0.7	0.1	-4.3	-4.0	-4.7	-1.5	-11.8	-11.8
CN1CCCN(C(=O)CSc2ccccc2)CC1	2.7	-0.4	-1.2	-0.2	0.1	-2.5	1.2	-2.4	-0.7	0.8	-3.4
CCCCOC(=O)/C(=C\c1ccc([N+](=O)[O-])o1)NC(=O)c1ccccc1	6.3	-1.6	-1.3	-0.9	-1.1	-4.8	-5.1	-2.7	-1.2	-18.9	-26.0
NC(=O)NNC(=S)Nc1cccc2ccccc12	-1.6	3.2	3.0	0.3	0.3	-2.9	-7.6	-4.7	0.1	-3.6	-13.1
Cc1nc2ccccc2nc1OCC(=O)Nc1ccccc1	-1.1	-3.2	3.0	-1.5	-0.3	-3.7	-5.2	-0.2	-1.3	0.4	-5.2
CCOC(=O)C1(Cc2ccccc2)CCCN(S(=O)(=O)N(C)C)C1 (centres undefined)	-6.8	-1.8	-2.7	0.5	-0.7	-5.3	-0.7	-1.3	-1.2	0.0	-3.6
COc1cc(OC)cc(-c2nnc(SCC(=O)N3CCOCC3)o2)c1	-6.5	-0.3	-1.1	0.3	-0.1	-1.3	-0.2	1.0	-1.1	2.2	3.6
c1ccc2c3n(nc2c1)CCCO3	1.9	0.7	-1.8	-0.6	0.8	3.9	-8.8	2.7	-1.3	-1.8	-0.2
CC1CCC(NC(=O)c2ccc(N3CCCC3=O)cc2)CC1 (centres undefined)	4.2	5.7	0.9	2.2	0.1	2.0	-3.5	-0.5	-1.4	0.6	2.1
CCC(=O)N1CCNC(=O)C1CC(=O)Nc1ccc(C)c(Cl)c1 (centres undefined)	7.5	-1.5	-0.6	-0.8	-0.1	0.7	-0.3	0.8	-1.5	0.3	2.4
COc1ccccc1NC(=O)CSCc1cc(=O)n2c(C)csc2n1	7.8	-2.0	-3.0	0.4	0.3	-1.1	-4.9	-3.1	-0.8	-0.5	-10.6
Cc1cc(C)c(C#N)c(SCC(=O)NC2CC2)n1	2.1	-0.9	-0.8	2.7	-0.3	-2.6	-0.7	-2.1	-1.5	0.4	1.2
O=C(OCc1cc(=O)n2c(n1)sc1ccccc12)c1ccc(O)cc1O	6.4	0.4	0.8	0.6	1.3	-28.2	-2.8	-0.6	-0.9	-1.4	-6.5
COc1ccc(NC(=O)CN(C)C(=O)CNC(=O)c2sc3ccccc3c2Cl)cc1	2.4	1.1	1.3	0.2	-0.8	-1.9	-0.3	-0.5	-0.3	0.5	-8.8
O=[N+]([O-])c1cc(O)c2ncccc2c1	-6.5	-2.5	0.7	nt	-1.3	14.3	4.0	21.3*	-0.6	2.1	5.3
Cc1cccc(-n2ccnc2SCC(=O)N2CCCc3ccccc32)c1C	0.9	-3.8	-1.4	-0.5	-1.2	-1.7	1.9	-1.3	-1.4	2.6	0.1

Rewritten with two lines to a compound: 4 of the compounds above
Every second line gives: MBD2 inh, hgDAF12 agonist, hcDAF12 agonist, DAX1 inh-1, DAX1 inh-2, NR1D1 modulator, ADAM17 inh, SMARCA2 act, ssDAF12 agonist, PLCg1 inh, PLCb3 inh
CCC(=O)N1CCNC(=O)C1CC(=O)Nc1ccc(C)c(Cl)c1 (centres undefined)
→ 7.5, -1.5, -0.6, -0.8, -0.1, 0.7, -0.3, 0.8, -1.5, 0.3, 2.4
COc1ccccc1NC(=O)CSCc1cc(=O)n2c(C)csc2n1
→ 7.8, -2.0, -3.0, 0.4, 0.3, -1.1, -4.9, -3.1, -0.8, -0.5, -10.6
Cc1cc(C)c(C#N)c(SCC(=O)NC2CC2)n1
→ 2.1, -0.9, -0.8, 2.7, -0.3, -2.6, -0.7, -2.1, -1.5, 0.4, 1.2
O=C(OCc1cc(=O)n2c(n1)sc1ccccc12)c1ccc(O)cc1O
→ 6.4, 0.4, 0.8, 0.6, 1.3, -28.2, -2.8, -0.6, -0.9, -1.4, -6.5

Following part
SMILES	MBD2 inh	hgDAF12 agonist	hcDAF12 agonist	DAX1 inh-1	DAX1 inh-2	NR1D1 modulator	ADAM17 inh	SMARCA2 act	ssDAF12 agonist	PLCg1 inh	PLCb3 inh
Cc1ccc(C(=O)NC(Cc2cccc(F)c2)C(=O)O)cc1 (centres undefined)	-0.8	-0.1	-1.7	0.7	-0.8	-3.0	-2.8	1.8	-0.9	-0.8	-5.7
NC(=O)CSc1nnc(NC(=O)c2cccc(S(=O)(=O)N3CCCCC3)c2)s1	-8.0	-0.1	0.4	-2.7	0.6	-0.4	2.7	4.4	-0.7	-42.7	-45.8
Cc1[nH]c2ccc(C(=O)Nc3ccncc3)cc2c1C	6.8	-1.2	-3.0	-1.4	-0.5	-1.1	-5.5	-1.9	-1.7	-17.0	-19.8
O=C(CCC1CCN(Cc2nccs2)CC1)Nc1ccccc1	-6.1	3.2	-0.6	2.2	0.5	0.5	0.8	-3.8	0.3	-1.8	-0.7
Cn1ncc(Cl)c1C(=O)N1CCN(c2ccc(F)cc2)CC1	2.1	-0.3	-1.3	-0.1	0.1	5.3	-5.3	0.1	-1.3	-2.0	-4.7
COc1ccc(CCNC(=O)C2CCN(C(=O)c3ccc(Br)cc3)CC2)cc1OC	-6.0	-0.5	0.1	-0.6	0.1	-6.7	-7.9	-2.9	-1.3	-1.9	-4.3
CC(=C\c1ccccc1)/C=C1/SC(=O)N(CCCC(=O)Nc2ccc(C(=O)O)cc2)C1=O	-0.3	-2.3	-1.3	2.6	0.8	-2.6	2.3	-4.9	-2.1	1.7	3.0
Cc1nc2c(C#N)c(-c3ccc(Cl)cc3)ccn2n1	-0.4	2.0	1.0	0.0	-1.1	-0.8	-5.7	0.1	-1.8	0.9	-4.2
